Source: PubChem (National Center for Advancing Translational Sciences (NCATS))
EPAC2 antagonist: antagonists of human EPAC2; Potency, µM (doses to about 114 µM), without a hit: at the highest dose activity, negative = inhibition, actives largely listed as inhibitors; AID 720708; EPAC2 GEF exchange of Rap1B-BODIPY-GDP, fluorescence; Q8WZA2; 360,000 tested, 0.18% active; further: on the % scale 0 is the no-effect control and ±100 the full control effect; nearly all actives have a fitted effect of over 45% in size; many of its hits are not listed in these tables
FUS yeast rescue: FUS proteinopathy suppression in yeast. 390,000 tested, 0.24% active. AID 1347120. Potency, µM (highest dose often 76.6 µM), without a hit: top-dose growth rescue (activation), hits mostly activators. S. cerevisiae FUS-expressing, growth rescue, OD600, 24 h;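 further: plate controls were DMSO vehicle for no effect and reference control for full effect; nearly all actives have a fitted effect of over 55% in size; some results filed as inactive show a strong effect at the top dose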
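Yeast FUS proteinopathy model; galactose-induced FUS (2%), starting OD 0.005. Cpds in dilution series, 24hr, 30C, 99% humidity. Abs 600 nm growth. Pos ctrl CP55940 (top 92uM final); neg ctrl DMSO.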
EPAC1 antagonist: antagonists of human EPAC1. O95398. EPAC1 GEF assay, Rap1b-BODIPY-GDP exchange fluorescence. 360,000 tested, 0.14% active. Potency, µM (series often up to 115 µM), for the others: top-dose activity change, negative = inhibition, actives largely listed as inhibitors. AID 720709;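 further: plate controls were vehicle for no effect and positive control for full effect; nearly all actives have a fitted effect of over 50% in size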
Target sequence (O95398 whole entry, looked up): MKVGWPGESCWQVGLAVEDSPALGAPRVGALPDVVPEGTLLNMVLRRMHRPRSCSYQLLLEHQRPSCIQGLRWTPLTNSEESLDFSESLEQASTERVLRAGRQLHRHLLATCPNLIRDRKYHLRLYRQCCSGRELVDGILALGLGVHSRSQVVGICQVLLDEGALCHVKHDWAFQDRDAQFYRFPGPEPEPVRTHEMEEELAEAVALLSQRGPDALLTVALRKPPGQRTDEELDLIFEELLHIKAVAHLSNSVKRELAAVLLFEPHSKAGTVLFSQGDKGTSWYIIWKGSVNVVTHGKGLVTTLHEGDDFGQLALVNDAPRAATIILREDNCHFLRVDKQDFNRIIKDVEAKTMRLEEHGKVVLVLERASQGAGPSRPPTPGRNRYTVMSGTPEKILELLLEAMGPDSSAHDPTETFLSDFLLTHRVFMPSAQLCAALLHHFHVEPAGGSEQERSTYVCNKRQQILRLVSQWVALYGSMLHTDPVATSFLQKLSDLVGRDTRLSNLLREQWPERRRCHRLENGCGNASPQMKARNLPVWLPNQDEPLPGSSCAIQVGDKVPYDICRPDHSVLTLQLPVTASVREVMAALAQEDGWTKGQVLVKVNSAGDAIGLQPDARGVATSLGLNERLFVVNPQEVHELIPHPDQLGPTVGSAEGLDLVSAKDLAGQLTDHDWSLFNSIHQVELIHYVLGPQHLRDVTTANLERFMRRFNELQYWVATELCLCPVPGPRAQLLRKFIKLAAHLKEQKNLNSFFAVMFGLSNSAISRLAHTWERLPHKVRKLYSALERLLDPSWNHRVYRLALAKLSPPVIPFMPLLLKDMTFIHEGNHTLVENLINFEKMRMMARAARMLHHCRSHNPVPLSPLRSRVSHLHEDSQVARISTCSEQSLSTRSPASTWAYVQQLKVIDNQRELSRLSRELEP
EPAC1 ag: EPAC1 (human) agonism. O95398. EPAC1 agonist qHTS, biochemical assay; response scale: 100% = response to 6.5 mM cAMP. Potency, µM (titrated, usually from 154 µM), inactives show at the top dose activation, usual class: activators. 360,000 tested, 0.073% active. AID 720707; further: nearly all actives have a fitted effect of over 60% in size
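Nucleotide exchange assay: 100 nM EPAC1 with 250 nM Rap1B loaded with BODIPY-GDP and 50 uM GDP, room temperature. Fluorescence (480/540 nm) read every 5 min for 30 min; signal change normalized to 6.5 mM cAMP as full agonist.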
aSyn rescue: rescues yeast growth from alpha-synuclein toxicity; Yeast expressing alpha-synuclein, growth rescue, BacTiter-Glo, 24 h; Potency, µM (doses to about 46.1 µM), for the others: at the highest dose growth rescue (activation), usual class: activators; 370,000 tested, 0.14% active; further: % of control where 0% means no effect; nearly all actives have a fitted effect of over 65% in size
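Readout is rescue of growth in alpha-synuclein-expressing yeast, so inhibitors of toxicity appear as activators. Growth after 24 hr at 30 deg C in galactose medium is quantified by luminescence.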
TDP43 rescue: rescues yeast growth from TDP-43 toxicity; TDP-43 expressing yeast growth rescue, BacTiter-Glo, 24 h; Potency, µM (series often up to 46.1 µM), inactives show at the top dose growth rescue (activation), usual class: activators; 410,000 tested, 1.8% active; AID 652104; further: % of control where 0% means no effect; nearly all actives have a fitted effect of over 50% in size
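In this qHTS, compounds that restore growth of yeast expressing TDP-43 appear as activators. Cells (OD600=0.02, galactose medium, raffinose-pregrown) are incubated with compound 24 hr at 30 deg C and growth is quantified by BacTiter-Glo.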
PTHR1 agonist: agonists of human PTHR1 parathyroid hormone receptor. HEK293 GP2 PTHR1 cells, GloSensor cAMP luminescence, 1 h. Potency, µM (series often up to 115 µM), for inactives: at the top dose activation, hits mostly activators. 410,000 tested, 0.075% active. AID 743266; further: nearly all actives have a fitted effect of over 55% in size; some results filed as inactive show a strong effect at the top dose; inactives centre near -15; many of its hits are not listed in these tables
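HEK-293-derived GP2 cells expressing PTHR1 and a GloSensor cAMP reporter, 3,000/well, plated overnight, given luciferin plus IBMX (each 0.5 mM as added) for 1 h at 37 °C, then compound for 1 h at 37 °C. Luminescence was read after 15 min at room temperature.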
EPAC2 ag: agonists of human EPAC2 (RAPGEF4) | EPAC2 activation, biochemical qHTS; response scale: 100% = 6.5 mM cAMP response | Potency, µM (titrated, usually from 154 µM), for inactives: at the highest dose activation, hits mostly activators | Q8WZA2 | 360,000 tested, 0.079% active | AID 720711; further: nearly all actives have a fitted effect of over 50% in size
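Fluorescence exchange assay: 100 nM EPAC2 with 250 nM RAP1B-BODIPY-GDP and 50 uM GDP; compounds tested as a concentration-titration series (qHTS). Loss of Rap1-bound BODIPY-GDP fluorescence read at 480/540 nm; data normalized to 6.5 mM cAMP.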
Starred values were filed as active, the others as inactive; i = inactive; ? = inconclusive; · = not tested or not shown; [ ] = another dose, or the depositor's remark. The call rests on the fitted dose curve; in most records, active means well fitted curve in the direction sought with a large enough effect; inconclusive means small, poorly fitted or top-dose-only effect, or another doubt; inactive means no such curve, though single readings can be large; an effect the other way counts as inactive or inconclusive. Potency means the concentration at half of the fitted maximal effect. Only part of the results is shown, so the mix of outcomes need not match the whole.

1) COc1cc(OC)cc(C(=O)N2CCC(N3CCN(c4ccccc4)CC3)CC2)c1
2) O=C(O)CSCC(=O)N1CCN(Cc2ccc3c(c2)OCO3)CC1
3) CN1C(=O)C(CC(=O)Nc2ccc3c(c2)Cc2ccccc2-3)N(C)C1=O (configuration not stated)
4) COc1ccc(NC(=O)c2cc(-c3ccco3)nc3ccccc23)cc1S(=O)(=O)N1CCOCC1
5) COc1ccccc1NC(=S)N1CCC(NC(=O)NC23CC4CC(CC(C4)C2)C3)CC1
6) O=C(Cn1ccc([N+](=O)[O-])n1)Nc1nc2ccccc2s1
7) COc1ccc(-c2csc(NC(=O)CSc3nnnn3C)n2)c(OC)c1
8) O=C(CSc1ccc2nnc(-c3cccs3)n2n1)N1CCOCC1

entry no.,1,2,3,4,5,6,7,8
EPAC2 antagonist,-4%,3%,-3%,5%,-5%,-4%,-9%,-4%
FUS yeast rescue,2%,-4%,-11%,44%,?,12%,22%,-20%
EPAC1 antagonist,4%,-8%,-5%,?,-8%,-4%,-15%,6%
EPAC1 ag,4%,4%,5%,1%,7%,2%,-8%,4%
aSyn rescue,-4%,1%,3%,-2%,22%,25%,-2%,8%
TDP43 rescue,-7%,14%,-5%,?,-5%,0%,0%,10%
PTHR1 agonist,4%[57.5 µM],i,-7%,-29%,-30%,i,29%,-19%
EPAC2 ag,-8%,1%,-9%,5%,2%,8%,1%,15%

9) CN(C)c1ncnc2c1ncn2C1CCCO1 (configuration not stated)
10) N#CCCN(C(=O)COC(=O)CCc1c[nH]c2ccccc12)c1ccccc1
11) O=C1NC2(CCCCC2)Cc2ccccc21
12) O=C(Nc1ccc(F)cc1)Nc1ccc2ccccc2n1
13) COc1c(Cl)cc(C(=O)Nc2ccccc2-c2ccccc2)cc1Cl
14) Cc1nc2ccccc2n1CCc1nc2c3ccccc3nc(SCC(=O)NCc3ccco3)n2n1
15) Cc1ccc(C(=O)CSc2nc3cccnc3n2C)cc1
16) COc1ccccc1/C=C/C(=O)c1ccc(Cl)cc1

entry no.,9,10,11,12,13,14,15,16
EPAC2 antagonist,1%,-9%,11%,2%,-3%,12%,-5%,-6%
FUS yeast rescue,-19%,4%,2%,-3%,·,21%,28%,16%
EPAC1 antagonist,24%,-1%,14%,-9%,-8%,-20%,-8%,-3%
EPAC1 ag,1%,2%,-3%,4%,15%,-15%,1%,18%
aSyn rescue,2%,1%,4%,-1%,-1%,4%,0%,-19%
TDP43 rescue,-9%,16%,-7%,22%,15%,-19%,-10%,-10%
PTHR1 agonist,i,i,-3%[57.5 µM],i,-20%,i,-9%[57.5 µM],-6%[57.5 µM]
EPAC2 ag,9%,-1%,3%,6%,11%,-21%,-5%,21%

17) Cc1c(C(=O)NCC2CCCO2)oc2ccc3c(c12)C(=O)CC(C)(C)O3 (configuration not stated)
18) CC1CC1C(=O)Nc1nc(-c2cccs2)c(-c2cccs2)s1 (configuration not stated)
19) COC(=O)c1cc(OC)c(OC)cc1NC(=O)CN1C(=O)c2ccccc2C1=O
20) COC(=O)C1=NN(C(=O)c2ccccc2)C(C)(O)C1 (configuration not stated)
21) Cc1nc2sc(-c3ccccc3)cc2c(=O)n1/N=C/N(C)C
22) CN(CCCNC(=O)c1ccc(N2CCCC2=O)cc1)c1ccccc1
23) CCOC(=O)C1=C(C)C2C3C(=O)N(c4ccc(C)cc4C)C(=O)C3C1(C)C1C(=O)N(c3ccc(C)cc3C)C(=O)C21 (configuration not stated)
24) CCCCOCC1CN(c2ccccc2)C(=O)CS1 (configuration not stated)

entry no.,17,18,19,20,21,22,23,24
EPAC2 antagonist,-4%,5%,5%,2%,10%,4%,5%,4%
FUS yeast rescue,8%,16%,4%,-21%,3%,7%,·,9%
EPAC1 antagonist,-25%,-16%,1%,-5%,13%,-4%,-9%,0%
EPAC1 ag,3%,-11%,-1%,14%,2%,-5%,-3%,-14%
aSyn rescue,-1%,-9%,0%,-9%,14%,-2%,5%,-1%
TDP43 rescue,15%,0%,-17%,-17%,-3%[0.397 µM],-9%,5%,12%
PTHR1 agonist,-15%[57.5 µM],i,i,-20%,i,-33%[inhibitor][57.5 µM],i,i
EPAC2 ag,-8%,4%,-4%,16%,2%,3%,-22%,6%

25) O=C(O)c1nc(N2CCOCC2)nc(N2CCOCC2)n1
26) Nc1nonc1-n1nnc(C(=O)N/N=C/c2ccc(OCc3ccc(F)cc3)cc2)c1COc1ccccc1
27) COc1cccc(NC(=O)Nc2nnc(Cc3ccccc3)s2)c1
28) COc1cc(C(=O)Nc2cccc(-n3cnnn3)c2)cc(OC)c1OC
29) O=C(N/N=C/C=C\c1ccccc1[N+](=O)[O-])c1cc(-c2ccccc2)nc2ccccc12
30) CC(C)C[C@H](N)c1nnc(SCC(=O)Nc2ccc(Br)cc2)o1
31) C[C@H](NC(=O)c1[nH]cnc1C(=O)Nc1cccc(Cl)c1)c1ccccc1
32) COc1ccc(N2CCN(C(c3cccs3)C(C)NC(=O)C(=O)N3CCOCC3)CC2)cc1 (configuration not stated)

entry no.,25,26,27,28,29,30,31,32
EPAC2 antagonist,16%,-8%,0%,-8%,-7%,1%,-12%,0%
FUS yeast rescue,-1%,11%,7%,6%,11%,10%,1%,10%
EPAC1 antagonist,6%,-8%,-5%,-10%,-3%,-8%,4%,8%
EPAC1 ag,-5%,3%,-8%,-8%,14%,-2%,0%,-3%
aSyn rescue,-3%,-10%,-1%,-1%,-5%,0%,-4%,-2%
TDP43 rescue,0%,3%,-4%,10%,-22%,-18%,-5%,2%
PTHR1 agonist,i,-22%,-34%[inhibitor],i,i,i,-21%,-6%
EPAC2 ag,3%,2%,-9%,3%,9%,1%,-11%,-2%

33) CC(C)CCNC(=O)NC(=O)COc1c(F)c(F)cc(F)c1F
34) Nc1nc(COC(=O)CCC(=O)c2ccccc2)nc(Nc2ccccc2)n1
35) Cc1ccc(Cn2nnc3c(=O)n(CC(=O)OCc4ccccc4)cnc32)cc1
36) CC(=O)NC1=NN(C(C)=O)C(C)(c2cccc([N+](=O)[O-])c2)S1 (configuration not stated)
37) O=S(=O)(c1ccc(NCCOCCO)nc1)N1CCCCC1
38) COc1ccc(OCC(O)CN(C)C(=O)/C=C/c2cccc([N+](=O)[O-])c2)cc1 (configuration not stated)
39) O=C(NC12CC3CC(CC(C3)C1)C2)c1ccc(=O)oc1
40) CCCC1NC(=O)c2cc3ccccc3cc2-n2c1nc1cc(Cl)ccc1c2=O (configuration not stated)

entry no.,33,34,35,36,37,38,39,40
EPAC2 antagonist,7%,17%,5%,1%,-3%,3%,-1%,-17%
FUS yeast rescue,2%,7%,·,16%,-9%,11%,-24%,-1%
EPAC1 antagonist,2%,-5%,-9%,-7%,-26%,1%,5%,-1%
EPAC1 ag,-8%,1%,-3%,3%,5%,-12%,14%,-10%
aSyn rescue,-6%,2%,-5%,-4%,-7%,1%,-1%,26%
TDP43 rescue,0%,1%,13%,6%,2%,-1%,8%,21%
PTHR1 agonist,i,i,-4%,i,i,i,i,-61%[inhibitor]
EPAC2 ag,-1%,-3%,6%,13%,10%,5%,9%,-12%

41) COc1ccc(CC(=O)NNS(=O)(=O)c2ccc(F)cc2)cc1
42) CCOc1ccc(C(=O)NCCCN2CCOCC2)cc1OCC
43) CCOc1ccc(CCN2C(=S)N([C@@H](Cc3ccc(O)cc3)CN3CCC[C@@H]3CN3C(=S)NC[C@@H]3Cc3ccc(O)cc3)C[C@@H]2Cc2ccc(O)cc2)cc1
44) CCOC(=O)COc1ccc(Br)cc1/C=C1\SC(N)=NC1=O
45) O=C(c1cc(COc2c(F)cccc2F)on1)N1CCC(c2ccccc2F)C1 (configuration not stated)
46) Cc1ccccc1N(C)C(=O)C1CCCN(c2ncnc3c2nc2n3CCCCC2)C1 (configuration not stated)

entry no.,41,42,43,44,45,46
EPAC2 antagonist,16%,7%,-2%,5%,-6%,-8%
FUS yeast rescue,-25%,-8%,?,14%,38%,11%
EPAC1 antagonist,14%,-6%,-1%,-3%,-25%,30%[activator]
EPAC1 ag,-1%,-2%,1%,1%,-10%,0%
aSyn rescue,4%,2%,2%,4%,-1%,2%
TDP43 rescue,-8%,24%,18%,9%,24%,17%
PTHR1 agonist,i,i,11%,-12%,-9%,-21%
EPAC2 ag,4%,-2%,14%,-7%,3%,-4%

Structures shown so far that contain an NH in an aromatic ring, in the order listed:
10) N#CCCN(C(=O)COC(=O)CCc1c[nH]c2ccccc12)c1ccccc1
31) C[C@H](NC(=O)c1[nH]cnc1C(=O)Nc1cccc(Cl)c1)c1ccccc1

entry no.,10,31
EPAC2 antagonist,-9%,-12%
FUS yeast rescue,4%,1%
EPAC1 antagonist,-1%,4%
EPAC1 ag,2%,0%
aSyn rescue,1%,-4%
TDP43 rescue,16%,-5%
PTHR1 agonist,i,-21%
EPAC2 ag,-1%,-11%

Three entries picked at random from those above, as already listed:
44) CCOC(=O)COc1ccc(Br)cc1/C=C1\SC(N)=NC1=O
41) COc1ccc(CC(=O)NNS(=O)(=O)c2ccc(F)cc2)cc1
43) CCOc1ccc(CCN2C(=S)N([C@@H](Cc3ccc(O)cc3)CN3CCC[C@@H]3CN3C(=S)NC[C@@H]3Cc3ccc(O)cc3)C[C@@H]2Cc2ccc(O)cc2)cc1

entry no.,44,41,43
EPAC2 antagonist,5%,16%,-2%
FUS yeast rescue,14%,-25%,?
EPAC1 antagonist,-3%,14%,-1%
EPAC1 ag,1%,-1%,1%
aSyn rescue,4%,4%,2%
TDP43 rescue,9%,-8%,18%
PTHR1 agonist,-12%,i,11%
EPAC2 ag,-7%,4%,14%
